Lipid storage S3: qHTS Assay for Lipid Storage Modulators in Drosophila S3 Cells | AID 2685 | lipid storage change, negative = inhibition, % at the top dose, mostly 46.1 µM; hits show Potency in µM | actives 0.64% (n = 320,000) | Drosophila S3 cells, BODIPY lipid droplet fluorescence, 18-24 h; cells fed with added oleic acid; active = well fitted inhibition curve with a large enough effect in the signal ratio, with a control signal flat, not every such curve was filed as active; inconclusive = small, poorly fitted or top-dose-only effect, or effect the other way, or a change in a side signal; the % refers to the signal ratio
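Drosophila S3 cells loaded with oleic acid (400 uM, as added) and compounds at several concentrations; lipid droplets imaged by 488-nm laser-scanning cytometry, 500–530 nm intensity and object ratio to cell channel. Percent activity normalized to 20 uM Triacsin C.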
Lipid storage S3 cell count max: second read-out of Lipid storage S3, no call of its own (marks repeat the call); cell number change, %; measured here: cell count max response;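 cells counted by Cell Tracker Red CMTPX staining in the red channel; peak over a dose series mostly up to 46.1 µM; percent activity relative to internal control wells on each plate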
* = called active by the depositor; i = inactive; ? = inconclusive; nt = not tested or not shown; [ ] = remark or other dose. % is set by controls: 0 for no effect and ±100 for the full control effect; potency is the fitted concentration of half-maximal effect. Not all compounds are listed; the hit share may differ from the screen's.

SMILES	Lipid storage S3	Lipid storage S3 cell count max
COc1cc(NC(=O)CSc2cc(C)c3cc(C)cc(C)c3n2)c(C(=O)O)cc1OC	15%	5
CCCCN(Cc1ccco1)C(=O)c1cc2c(=O)[nH]c3ccc(C)cc3c2s1	?	nt
Cc1ccc(CS(=O)(=O)CCC(=O)NCCc2ccccc2)cc1	27%	23
COc1cccc(N2C(=O)C3CCCN3C2c2ccc(Cl)cc2)c1 (centres undefined)	?	nt
COc1ccc(-n2nnnc2-c2cn(C)nc2C(F)(F)F)cc1	8%	2
Cc1noc(C)c1CSCC(=O)Nc1ccc(Br)cc1Cl	5%	17
CN1CCN(S(=O)(=O)c2ccc(N3CCN(C(=O)c4ccccc4)CC3)nc2)CC1	-8%	8
CCOc1ccc(NC(=S)NN2CCN(C)CC2)cc1	0%	13
O=C(COc1ccc(Cl)cc1)OCC(=O)N1CCCC1	?	nt
COc1cccc(C(=O)Nc2nnc(-c3ccc(F)cc3)o2)c1	-10%	-18
CCN1CCN(c2cc(C)c3cc(NC(=O)c4ccc(C)c(C)c4)ccc3n2)CC1	?	nt
Fc1cccc(NC(=S)NCc2ccc(Cl)cc2)c1	?	nt
CN(C)S(=O)(=O)c1ccc(C(=O)N(c2ccccn2)c2ccccn2)cc1	?	nt
Cc1cc(/C=N/NC(=O)C(=O)NCc2ccccn2)c(C)n1-c1cccc(Br)c1	?	nt
COc1ccc(NC(=O)CSc2nc3c(c(=O)n2-c2ccc(F)cc2)SCC3)cc1	?	nt
Cc1ccccc1N=Cc1cc2c(cc1[N+](=O)[O-])OCO2	?	nt
COc1ccccc1N1CCN(S(=O)(=O)c2ccc3c(c2)NC(=O)C(C)C(=O)N3)CC1 (centres undefined)	?	nt
CC(C)(C)c1ccc(C(=O)N2CCN(c3nc4ccccc4o3)CC2)cc1	?	nt
CCCN1C2CCCC1CC(NC(=S)Nc1cccc(C)c1C)C2 (centres undefined)	?	nt
N#C/C(=C(/O)COC(=O)COc1cccc(Br)c1)c1nc2ccccc2[nH]1	7%	6
Cn1cc([N+](=O)[O-])c(C(=O)Nc2ccc(C3CCCCC3)cc2)n1	?	nt
O=C(NC1CCCC1)C1CCC(=O)N1CCc1ccccc1 (centres undefined)	i	-6
COc1ccc(NC(=O)CSc2c3c(nc4ccccc24)CCC3)c(OC)c1	?	nt
Cc1ccc(C)c(NC(=O)CCc2nnc3ccc(N4CCCC4)nn23)c1	i	-10
O=C(Cn1nnc(-c2ccc(Cl)cc2)n1)NCc1ccco1	-6%	1
Other records follow:
SMILES	Lipid storage S3	Lipid storage S3 cell count max
CCc1nnc(NC(=O)CSc2nnc(Cc3ccccc3)n2-c2ccc(OC)cc2)s1	-7%	-14
CCCCCNC(=O)c1cccc(S(=O)(=O)N2CC3(C)CC2CC(C)(C)C3)c1 (centres undefined)	?	nt
CCN(CC)C(=O)C1CCCN(C(=O)Nc2ccc3nsnc3c2)C1 (centres undefined)	16%[9.22 µM]	nt
CSCc1c(C(=O)N2CCCc3ccccc32)oc2ccccc12	26%	-6
Nc1n[nH]c(N)c1N=Nc1cccc(C(F)(F)F)c1	?	nt
CCc1cc(C(=O)N/N=C/c2c(C)[nH]c3ccccc23)cs1	?	nt
CCOC(=O)c1ccccc1NC(=O)C=C(C)C	12%	7
O=C(CCCn1c(=S)[nH]c2ccccc2c1=O)N1CCOCC1	?	nt
COc1ccc(CN(C)C(=O)c2[nH]c(C)c(C(C)=O)c2C)cc1F	?	nt
CCOc1ccc(-n2c(C)c(C(=O)OC)c3cc(O)ccc32)cc1	-10%	0
COc1ccc(CCNC(=O)c2cc(S(=O)(=O)N3CCCC3)cn2C)cc1OC	?	nt
C1=CCC(CN2CCN(C3CCCCCC3)CC2)CC1 (centres undefined)	-1%	7
CCN(c1ccccc1)S(=O)(=O)c1ccc(Cl)c(C(=O)O)c1	?	nt
Cc1cc(C)nc(NS(=O)(=O)c2ccc(NC(=O)c3nn(-c4ccccc4)ccc3=O)cc2)n1	i	23
CC(=O)c1ccc(OCCCC(=O)Nc2cccc(-c3nn[nH]n3)c2)cc1	-30%	-7
O=C(COc1ccc2c3c(c(=O)oc2c1)CCC3)NC1CCCCC1	21%	nt
Cc1cccc(NC(=S)NCCc2ccc(S(N)(=O)=O)cc2)c1C	-4%	-9
COc1ccc(NC(=O)CCCCCN2C(=O)c3ccccc3C2=O)c(OC)c1	?	nt
N#Cc1nc(-c2ccccc2F)oc1N1CCCC1	-4%	nt
COc1ccc(N(CC(=O)N2CCN(Cc3ccc4c(c3)OCO4)CC2)S(=O)(=O)c2ccc(F)cc2)cc1	?	nt
Cc1cc(C)n(/N=C/c2cc(Cl)cc(Cl)c2O)c(=O)c1	-14%	-14
CCc1ccccc1-n1c(SCC(=O)N2CCCC2)nnc1-c1ccccn1	?	nt
COc1cc2c3c(c1)C1(C(=O)N3C(C)(C)C=C2C)C(C#N)=C(N)Oc2cc(O)ccc21 (centres undefined)	?	nt
COc1ccc2[nH]c(C(=O)O)c(CCNC(C)=O)c2c1	-2%	-9
O=C(O)c1ccc(Br)c(S(=O)(=O)N2CCCC2)c1	15%	-15

Gathered by group, those above containing a furan ring, fused or not.
SMILES	Lipid storage S3	Lipid storage S3 cell count max
CCCCN(Cc1ccco1)C(=O)c1cc2c(=O)[nH]c3ccc(C)cc3c2s1	?	nt
O=C(Cn1nnc(-c2ccc(Cl)cc2)n1)NCc1ccco1	-6%	1
CSCc1c(C(=O)N2CCCc3ccccc32)oc2ccccc12	26%	-6

Next records follow:
SMILES	Lipid storage S3	Lipid storage S3 cell count max
CN(C1(C)CCS(=O)(=O)C1)S(=O)(=O)c1ccc(F)cc1 (centres undefined)	-9%	nt
COc1cccc(N(CC(=O)NC2CCCC2)C(=O)Cn2nnc(-c3ccc(C)o3)n2)c1	?	nt
COc1cc(CN2CCN(c3cccc(C)c3C)CC2)cc(OC)c1O	10%	6
O=c1c2ccccc2oc2ccc(Oc3ccccc3)cc12	?	nt
Cc1csc(=O)n1CC(=O)OCC(=O)N(CC(C)C)c1c(N)n(Cc2ccccc2)c(=O)[nH]c1=O	?	nt
O=C(c1ccc([N+](=O)[O-])cc1)N1CCN(C(=O)c2ccco2)CC1	?	nt
COc1ccc(COc2ccccc2C(N)=O)cc1F	?	nt
CC1(C)Cc2ccccc2C(N)=C1C#N	i	-2
Cc1cc(C)cc(OCC(=O)OCC(=O)c2cc(C)n(C3CC3)c2C)c1	i	-8
CCN(CC)C(=O)CSc1nc(Cc2ccccc2)nc2ccccc12	?	nt
Cc1c(C)c2c(OCC(=O)O)cc3c(c2oc1=O)CCC(C)(C)O3	1%	-9
CCN(CC)CCn1c(SCC(=O)NCCC2=CCCCC2)nc2c(sc3ccccc32)c1=O	-6%	0
OCc1nc2ccccc2n1Cc1c(F)cccc1Cl	?	nt
CCOc1ccc(NC(=O)c2cccc(NC3=NC4CS(=O)(=O)CC4S3)c2)cc1 (centres undefined)	?	nt
CCOc1ccc(CCNC(=O)COC(=O)Cc2ccc(F)cc2)cc1OCC	-28%	6
COc1ccc(/C=C2\N=C(C)N(c3ccc4ccccc4c3)C2=O)cc1OC	5.2µM*	14*
CC(=O)c1cccc(NC(=O)COC(=O)CC2CC3CCC2C3)c1 (centres undefined)	?	nt
CCOC(=O)CC(=O)NC(CC(=O)OC)c1ccc(Br)cc1 (centres undefined)	?	nt
COc1ccc2nc3oc(C(=O)NC4CCN(Cc5ccccc5)CC4)cc3cc2c1	-1%	-6
CCOC(=O)CN(C(=O)COc1nc(-c2ccccc2)cc(C)c1C#N)c1cccc(OC)c1	3%	5
Oc1ccccc1OCCOc1ccccc1OCCOc1ccccc1O	?	nt
CN(NC(=O)c1ccccc1Cl)c1ncc(C(F)(F)F)cc1Cl	?	nt
COc1ccc(NC(=O)/C(C#N)=C/c2ncc([N+](=O)[O-])n2C)c(OC)c1	?	nt
COc1ccc(-n2cnc3cc(C(=O)N4CCOCC4)ccc32)cc1	i	nt
CCOC(=O)c1cc(=O)c2ccc(OCC(=O)Nc3ccc(F)cc3)cc2o1	11%	-15

3 structures from above, ordered by SMILES length, highest first:
SMILES	Lipid storage S3	Lipid storage S3 cell count max
COc1cccc(N(CC(=O)NC2CCCC2)C(=O)Cn2nnc(-c3ccc(C)o3)n2)c1	?	nt
CCN(CC)C(=O)CSc1nc(Cc2ccccc2)nc2ccccc12	?	nt
OCc1nc2ccccc2n1Cc1c(F)cccc1Cl	?	nt

Continued:
SMILES	Lipid storage S3	Lipid storage S3 cell count max
O=C(NC(Cc1ccccc1)c1nc2ccccc2[nH]1)C1CC(=O)N(c2ccc3c(c2)OCCO3)C1 (centres undefined)	?	nt
CC(CC(=O)O)n1nnc2ccccc21 (centres undefined)	?	nt
CS(=O)(=O)Nc1ccc(S(=O)(=O)Nc2nccs2)cc1	?	nt
Cc1ccc2c(c1)C(C)(C)[C@]1(C)NC(=O)CCN21	?	nt
Cc1ccc(Cc2cc(-c3ccc(C)cc3)n[nH]c2=O)cc1	?	nt
COc1cc(NC(=O)CN(C)S(=O)(=O)c2ccc3c(c2)CC(C)N3C(C)=O)cc(OC)c1OC (centres undefined)	?	nt
COc1ccc(OC)c(N(CC(=O)Nc2ccc3c(c2)OCCO3)S(C)(=O)=O)c1	6%	14
COCCNC(=S)N/N=C(\C)c1ccc(Cl)c(Cl)c1	?	nt
O=C(c1ccccc1)c1ccc2nc[nH]c2c1	?	nt
O=C1c2cccnc2C(O)N1C1CCCCC1 (centres undefined)	12%	-9
CC(Oc1cc(F)ccc1[N+](=O)[O-])C(=O)Nc1ccc(S(=O)(=O)N2CCCC2)cc1 (centres undefined)	?	nt
CC1CCC(C(C)C)C(OC(=O)C[n+]2cc(-c3ccc(Cl)cc3)n3c2CCCCC3)C1 (centres undefined)	?	nt
COC(=O)c1cc(NC(=O)c2cc(C(C)(C)C)nn2Cc2cccc(C)c2)ccc1N1CCOCC1	?	nt
COCCNC(=O)c1onc(CCl)c1C(=O)OC	-18%	2
CN(c1ccccc1)c1nc(N)c([N+](=O)[O-])c(Nc2ccccc2)n1	i	7
CC12CCC(C1)C(C)(C)C2OC(=O)c1ccccc1C(=O)O (centres undefined)	14%	-1
COc1cc(/C=C(/C#N)c2nc3ccccc3[nH]2)ccc1OCC(=O)Nc1ccccc1C	?	nt
CN(C)c1ccc(/C=N/O)cc1	2%	nt
CCc1ccc(/C=C2/Sc3ccccc3N(CC(=O)NCCCN3CCOCC3)C2=O)cc1	?	nt
COc1ccccc1NC(=O)C(NC(=O)OC(C)(C)C)C(C)OCc1ccccc1 (centres undefined)	?	nt
COc1ccc(Cl)c(NCCC(=O)O)c1	-7%	-9
Cn1cnc(S(=O)(=O)N2CCN(C(c3ccccc3)c3ccccc3)CC2)c1	?	nt
CNCC(O)C(O)C(O)C(O)CO (centres undefined)	-15%	-1
O=C(O)CSc1nnc(Cn2nnc3ccccc32)n1CCc1ccccc1	?	nt
Cc1ccccc1C(=O)NC1CCN(CC(=O)NCc2cccs2)CC1	2%	14
New compounds follow.
SMILES	Lipid storage S3	Lipid storage S3 cell count max
O=C(c1cnn(-c2ccccc2)c1)c1ccc2ccccc2c1O	26%	-1
COCC(C)n1c(C)cc(C(=O)CN2c3cccc4cccc(c34)S2(=O)=O)c1C (centres undefined)	?	nt
COc1cc(S(=O)(=O)N2CCCCC2)ccc1NC(C)=O	i	-38
CC(C)OC(=O)c1ccc(NC(=O)Cn2c(-c3nonc3N)nc3ccccc32)cc1	-8%	-21
CCCCNC(=S)NNC(=O)c1csc2ccccc12	-5%	-3
CCC(OC(=O)CNS(=O)(=O)c1ccccc1)C(=O)c1ccccc1 (centres undefined)	?	nt
COc1cc(-c2cc(C(=O)Nc3ccncc3)c3ccccc3n2)cc(OC)c1OC	?	nt
O=C(Cc1ccccc1)NNC(=O)c1cccs1	0%	11
O=[N+]([O-])c1cccc(/C=N/n2cnnc2)c1	-1%	4
CC1CN2C(c3ccc([N+](=O)[O-])cc3)=CSC2=N1 (centres undefined)	-3%	2
Cc1cc2ccccc2cc1CN1CCCCC1	?	nt
COc1ccc([N+](=O)[O-])c2c(=O)ccoc12	?	nt
COC(=O)c1nc2nc(C)cc(=O)n2[nH]1	-8%	-15
Nc1cc(=O)[nH]c(SCC(=O)N2N=C(c3ccc(Cl)cc3)CC2c2ccco2)n1 (centres undefined)	-13%	6
CC(C)CNc1cc(=O)n(C)c(=O)n1C	?	nt
COc1cc(C(=O)Nc2cccc(-c3nc4ccccc4o3)c2C)cc(OC)c1OC	9%	-7
Cc1nc2cc(-c3cccc(F)c3)nn2c(C)c1CCC(=O)NC(C)c1ccc2c(c1)OCCO2 (centres undefined)	?	nt

Single records, from the list above. Screens in order: Lipid storage S3 | Lipid storage S3 cell count max
Entry for `CC1CN2C(c3ccc([N+](=O)[O-])cc3)=CSC2=N1` (centres undefined) = -3% | 2
Entry for `CC(C)OC(=O)c1ccc(NC(=O)Cn2c(-c3nonc3N)nc3ccccc32)cc1` = -8% | -21
Entry for `COc1cc(C(=O)Nc2cccc(-c3nc4ccccc4o3)c2C)cc(OC)c1OC` = 9% | -7

2 entries from above, with two lines to a compound:
Results follow in this order: Lipid storage S3, Lipid storage S3 cell count max
- CC1CN2C(c3ccc([N+](=O)[O-])cc3)=CSC2=N1 (centres undefined)
 : -3%, 2
- Cc1cc2ccccc2cc1CN1CCCCC1
 : ?, nt
